Compound activity deposited in PubChem BioAssay by National Center for Advancing Translational Sciences (NCATS).
A549 viability = A549 cytotoxicity, counter-screen for Nrf2 inhibitors. 390,000 compounds, 0.16% hits. AID 504648. Potency, µM (doses to about 46 µM), for inactives: at the top dose activity change, negative = cytotoxicity, usual class: inhibitors. A549 ARE-Fluc cells, CellTiter-Fluor viability, 18-24 h; also: potency is read from the fitted curve at half-maximal effect; % is scaled to controls: 0 for no effect and ±100 for the full control effect
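A549 ARE_Fluc cells in 5% FBS OPTI-MEM were exposed to compounds in concentration-response for 18-24 h at 37 deg C. Viability was read by CellTiter-Fluor fluorescence (Ex 405/Em 525) after 30 min, before the luciferase read.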
TGFb inhibitor = inhibitors of TGF-b signaling; Potency, µM (top dose mostly 46.1 µM), for inactives: at the top dose activity, negative = inhibition, actives largely listed as inhibitors; AID 588855; HepG2 CAGA-GFP TGF-b/SMAD3 reporter, GFP fluorescence, 18 h; TGF-beta stimulated, 500 pg/mL final; 410,000 compounds, 1.2% hits; also: potency is read from the fitted curve at half-maximal effect; % is scaled to controls: 0 for no effect and ±100 for the full control effect; nearly all actives have a fitted effect of over 65% in size
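Smad-responsive CAGA-GFP expression was quantified in HEPG2 cells exposed to compounds and 500 pg/mL final TGF-beta for 18 h at 37 degrees C; unstimulated wells defined full inhibition.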
MmCpn inh = blocks the Methanococcus maripaludis chaperonin Mm-Cpn. purified Mm-Cpn ATPase, ADP Transcreener TR-FRET. Potency, µM (doses to about 76.9 µM), for the others: at the highest dose activity, negative = inhibition, hits mostly inhibitors. 330,000 compounds, 0.031% hits; also: potency is read from the fitted curve at half-maximal effect; % is scaled to controls: 0 for no effect and ±100 for the full control effect; nearly all actives have a fitted effect of over 80% in size
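Inhibition of chaperonin ATP hydrolysis is measured as reduced ADP production, detected by competitive TR-FRET in which signal falls with ADP. Final enzyme 25 nM and ATP 10 uM, reacted 30 min at 37°C.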
Nrf2 activator = activates Nrf2 signaling | AREc32 ARE-luciferase reporter (MCF7-derived line), luminescence, 24 h | 410,000 compounds, 0.31% hits | AID 624171 | Potency, µM (series often up to 46.1 µM), inactives show top-dose activation, hits mostly activators; also: potency is read from the fitted curve at half-maximal effect; % of control where 0% means no effect; nearly all actives have a fitted effect of over 65% in size
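AREc32 cells carrying an ARE-driven firefly luciferase reporter were seeded at 1000 cells/well in OPTI-MEM with 5% FBS, then exposed to compound for 24 hr at 37 deg C. Luminescence was read with Steady-Glo after 30 min at RT.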
HepG2 tox = counter-screen for TGF-b inhibitors: cytotoxicity in HepG2 cells | HepG2 CAGA-GFP viability, ATP luminescence, 18 h | Potency, µM (doses to about 46.1 µM), inactives show top-dose activity change, negative = cytotoxicity, usual class: cytotoxic | 410,000 compounds, 0.76% hits | AID 588856; also: potency is read from the fitted curve at half-maximal effect; some results filed as inactive show a strong effect at the top dose
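CellTiter-Glo luminescence gave cytotoxicity after 18 hours at 37 degrees C. The cells were HepG2 CAGA-GFP in 1% FBS DMEM, stimulated with 500 pg/mL TGF-beta after compound addition. %Activity was normalised to no-cell wells (complete cell-killing) and DMSO (no toxicity), and curves were fitted and classified.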
Nrf2 inh = blocks Nrf2 signaling | A549 ARE-Fluc reporter, luciferase luminescence, 18-24 h | Potency, µM (titrated, usually from 46 µM), for inactives: top-dose activity change, negative = inhibition, most hits filed as inhibitors | 360,000 compounds, 2.1% hits; also: potency is read from the fitted curve at half-maximal effect; % is scaled to controls: 0 for no effect and ±100 for the full control effect; nearly all actives have a fitted effect of over 60% in size
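Nrf2 function is reported as luminescence of an ARE-controlled luciferase in A549 cells. Compounds were tested at several concentrations, and a CellTiter-Fluor read on the same wells flagged cytotoxicity.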
Abeta rescue = restores growth of yeast expressing A-beta42 peptide; Potency, µM (top dose mostly 46.1 µM), for inactives: top-dose growth rescue, usual class: activators; yeast expressing A-beta42, growth rescue, OD600, 48 h; response scale: 0% DMSO, 100% iron-clioquinol control; 410,000 compounds, 0.063% hits; also: potency is read from the fitted curve at half-maximal effect; nearly all actives have a fitted effect of over 55% in size
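Growth rescue measured by 600 nm absorbance after 48 h yeast culture at 30 C with compound. Values normalized between DMSO and an equimolar ferric chloride plus clioquinol control.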
CCT modulator = cytosolic chaperonin activity modulation | purified chaperonin ATPase assay, HTRF ADP detection, 30 min | activity change, % (concentration not given with the values), hits read low | 360,000 compounds, 0.3% hits | AID 651819; in the data active = activity change below about -30%; also: % is scaled to controls: 0 for no effect and ±100 for the full control effect
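First, chaperonin was dispensed at 40 nM or 20 nM final depending on batch activity. Next, compounds were pinned at 76 uM and ATP added at 10 uM. After 30 min at 37 °C, ADP detection reagents ran 30 min at ambient temperature.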
pAkt inh = inhibitors of Akt phosphorylation | activity change, % for hits at 50 µM | AID 651550 | 360,000 compounds, 0.32% hits | Neuro2A IGF-stimulated pAkt S473 HTRF, 20 min; active compounds read low; in the data active = activity change below about -80%; inconclusive = mostly about -51% to -80%; also: % is scaled to controls: 0 for no effect and ±100 for the full control effect
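Neuro2A cells in DMEM with 0.5% FBS, overnight at 37 deg C, given compound at single 50 µM final, then IGF (6 nM final) for 20 min at 37 deg C. Lysed; phospho-Akt Ser473 by HTRF after 24 h, 665/615 ratio.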
An asterisk follows results filed as active; i = inactive; ? = inconclusive; nt = no result given. Unless noted, calls follow the shape of the dose curve; as a rule, active = well fitted curve in the direction sought with a large enough effect; inconclusive = small, poorly fitted or top-dose-only effect, or another doubt; inactive = no such curve, though single readings can be large; an effect the other way counts as inactive or inconclusive.

SMILES | A549 viability | TGFb inhibitor | MmCpn inh | Nrf2 activator | HepG2 tox | Nrf2 inh | Abeta rescue | CCT modulator | pAkt inh
O=C1OC(COCC#Cc2ccccc2)CN1c1ccccc1 (stereo unspecified) | nt | -3.7% | nt | -0.6% | -10.8% | nt | -13.1% | 0.6 | i
Cc1ccc(SCC(=O)OCC(=O)NCCc2ccccc2)cc1C | -3.8% | 9.8% | -0.6% | 0.0% | 0.1% | 7.8% | 9.6% | 3.5 | i
O=C(CN1CCN(c2ccccc2O)CC1)NC(=O)NCc1ccco1 | 4.4% | -3.8% | -1.2% | 1.6% | -2.3% | 6.0% | 3.6% | 1.3 | i
CCOC(=O)c1c(NC(=O)CN2C(=O)NC3(CCCCCC3)C2=O)sc(C)c1-c1ccc(C)cc1 | -1.2% | -25.0% | -9.1% | -0.8% | 1.6% | -29.1% | -4.6% | -4.7 | i
CC1(Oc2cccc(F)c2)CCN(Cc2ccc(-c3ccccc3)o2)C1 (stereo unspecified) | nt | ? | nt | 20.4% | -53.4% | nt | -18.4% | 0.2 | i
Cc1c(O)ccc2cc(S(=O)(=O)c3ccccc3)c(=O)oc12 | 2.2% | 4.9% | -7.6% | 5.2% | -2.5% | 4.1% | -21.4% | 2.9 | i
CCOc1[nH]n(-c2ccccc2)c(=O)c1C=Nc1ccc(C(=O)OC)cc1 | -15.6% | 0.6% | -5.8% | 1.1% | 2.9% | -14.6% | -2.0% | -4.3 | i
CCn1c(-c2ccccc2Cl)nn(CC(=O)Nc2cc(Cl)ccc2Cl)c1=S | -11.0% | -26.2% | -3.6% | 6.0% | -27.5% | 16.4µM* | -25.0% | 0.7 | i
CC1CC(C)CN(C(=O)C2CCN(S(=O)(=O)N3CCC4(CC3)OCCO4)CC2)C1 (stereo unspecified) | 0.0% | -0.1% | 0.0% | -0.6% | 1.0% | 11.1% | 11.1% | -9.6 | i
COc1ccccc1NC(=O)COC(=O)c1oc2ccccc2c1C | 0.5% | 1.8% | 2.5% | 2.5% | 2.9% | 10.2% | 9.6% | 1.4 | i
CCCc1cc(=O)[nH]c(SCC(=O)Nc2ccc3ccccc3c2)n1 | 1.6% | -0.3% | -2.8% | -0.2% | -1.6% | -10.3% | 8.4% | -1.7 | i
CN(CC(=O)Nc1ccc(Cl)c(C(F)(F)F)c1)C(=O)CNC(=O)C1CCCCC1 | -6.4% | -6.7% | 1.5% | -0.5% | -5.3% | -10.7% | 8.6% | -1.9 | i
CCOC(=O)c1cc(NC(=O)c2ccc(C)cc2)c(=O)oc1-c1ccccc1 | -6.9% | 16.4% | -0.1% | 0.4% | -18.7% | ? | 18.2% | -0.8 | i
COc1ccc(S(=O)(=O)Nc2ccccc2C(=O)N2CCCCC2)cc1C | -2.0% | 5.5% | -1.3% | 0.0% | -2.3% | 0.5% | -9.5% | 0.2 | i
O=C(CNC(=O)COc1ccccc1)NCCN1CCOCC1 | 1.1% | -11.0% | 0.7% | -0.6% | -8.0% | -0.8% | -2.2% | 0.3 | i
CCC(C(=O)Nc1cccc(C(F)(F)F)c1)c1ccccc1 (stereo unspecified) | -19.3% | ? | -1.7% | 2.8% | -51.7% | ? | 3.3% | -0.4 | i
CC(=O)N1CCc2cc(Br)cc(S(=O)(=O)N3CCC(C(=O)N(C)c4cc(C)ccc4C)CC3)c21 | 1.8% | -2.1% | nt | -0.4% | 18.1% | 2.2% | 3.5% | nt | nt
CC1(CO)COC(c2ccccc2)=N1 (stereo unspecified) | -0.6% | -2.5% | 0.1% | 0.3% | -10.5% | 16.7% | 14.7% | -1.2 | i
CC1CN(C(=O)CSc2nnc3c(Cl)cc(Cl)cn23)CC(C)O1 (stereo unspecified) | 12.4% | ? | -2.2% | 2.9% | -23.5% | nt | 1.1% | -0.5 | i
CCN(C(=O)c1cc2c(=O)n3ccccc3nc2s1)C1CCCCC1 | 10.3% | -7.1% | -3.8% | 10.1% | -25.9% | ? | -33.9% | -5.8 | i
CCCS(=O)(=O)NC(=O)C1(C)CCN(C(=O)c2cccs2)C1 (stereo unspecified) | nt | 4.8% | nt | -0.3% | 8.9% | nt | -19.7% | -1.2 | nt
Cc1ccc(NC(=O)c2ccc(Cn3cc([N+](=O)[O-])cn3)cc2)c(C)c1 | -2.8% | -1.5% | ? | -0.4% | 0.7% | -25.0% | 19.5% | -2.8 | i
CC(=O)N1N=C(c2ccncc2)OC1(Cc1ccccc1)Cc1ccccc1 | 0.1% | 0.0% | 1.0% | -0.2% | 79.4% | -16.4% | -12.8% | -1.7 | i
Cc1cc(C(=O)CSc2nn3c(=O)c(C(C)(C)C)nnc3s2)c(C)n1-c1ccc(F)cc1 | -0.7% | -26.0% | -12.7% | 6.7% | -6.1% | -3.3% | -7.0% | -0.9 | nt
COc1ccc(N2CCN(S(=O)(=O)c3c(C)noc3/C=C/N(C)C)CC2)cc1 | 2.1% | 10.0% | 1.1% | -0.3% | 12.6% | 4.4% | -29.7% | -0.4 | i
C(=N\Nc1ncnc2nc[nH]c12)/c1cccs1 | 0.4% | ? | 2.0% | ? | -30.5% | 2.7% | -11.4% | 0.6 | i
CCOC(=O)c1csc(NC(=O)c2cc(-c3ccccn3)nc3ccccc23)n1 | -7.0% | -5.9% | -2.9% | -1.7% | -1.0% | 11.8% | 1.5% | 2.0 | i
CCCS(=O)(=O)N1CCCC(C(=O)NCCOC)C1 (stereo unspecified) | -0.5% | -4.9% | nt | 0.6% | -2.9% | nt | 2.5% | nt | nt
COC(=O)c1ccccc1OCCCOc1ccc(C=O)cc1OC | 5.5% | -36.1% | -1.8% | 5.3% | -39.4% | -11.5% | -5.4% | -5.6 | i
CCOC(=O)CC1(NC(=O)c2cc(COc3cncc(Cl)c3)on2)CCCCC1 | -0.7% | -25.0% | -1.7% | 2.4% | -22.0% | ? | 24.1% | -2.9 | i

One compound at a time, as listed above. Screens in order: A549 viability | TGFb inhibitor | MmCpn inh | Nrf2 activator | HepG2 tox | Nrf2 inh | Abeta rescue | CCT modulator | pAkt inh
Results for CCC(C(=O)Nc1cccc(C(F)(F)F)c1)c1ccccc1 (stereo unspecified) → -19.3% | ? | -1.7% | 2.8% | -51.7% | ? | 3.3% | -0.4 | i
Results for CC(=O)N1N=C(c2ccncc2)OC1(Cc1ccccc1)Cc1ccccc1 → 0.1% | 0.0% | 1.0% | -0.2% | 79.4% | -16.4% | -12.8% | -1.7 | i
Results for C(=N\Nc1ncnc2nc[nH]c12)/c1cccs1 → 0.4% | ? | 2.0% | ? | -30.5% | 2.7% | -11.4% | 0.6 | i

Additional entries
SMILES | A549 viability | TGFb inhibitor | MmCpn inh | Nrf2 activator | HepG2 tox | Nrf2 inh | Abeta rescue | CCT modulator | pAkt inh
COc1ccc(OC)c(C2C(C#N)=C(N)Oc3cc(C)n(Cc4ccccn4)c(=O)c32)c1 (stereo unspecified) | -0.5% | -3.3% | -0.8% | 0.2% | -1.9% | -3.0% | -5.4% | -1.7 | i
CCOC(=O)c1c(SCC(=O)Nc2cc(Cl)cc(Cl)c2)nc(=O)[nH]c1C | 3.3% | -2.4% | nt | 0.2% | 2.2% | nt | 12.7% | nt | nt
O=C(c1ccc(-c2ccccc2)cc1)N1CCN(c2nc3ccccc3o2)CC1 | 2.2% | -5.7% | 1.2% | 0.1% | 5.1% | -4.2% | 11.1% | -0.9 | i
O=C(NCCc1cccs1)c1cccs1 | 2.4% | 3.1% | -2.7% | 2.6% | -2.4% | ? | -14.4% | -0.5 | i
O=C(Nc1cccc(C(F)(F)F)c1)c1cc(-c2ccco2)on1 | 2.5% | -11.2% | 0.2% | 3.7% | -17.9% | 6.4% | -2.4% | -1.4 | i
C[n+]1cnc(-c2ccccc2)cc1-c1ccccc1 | -3.3% | 7.4% | 0.6% | 2.9% | -10.3% | 12.8% | 8.5% | 1.6 | i
C=CCCn1c(Cl)c(C#N)sc1=O | 1.9% | -20.6% | nt | nt | -46.9% | 4.6% | nt | nt | nt
COc1cc2c(cc1OC)n(CC(=O)Nc1ccccc1)c(=O)n1nc(-c3ccccc3)nc21 | 3.7% | -0.2% | nt | -1.3% | 9.1% | 2.6% | -6.8% | nt | nt
CCCn1nc(C(=O)NCc2ccccn2)c2ccccc2c1=O | 0.6% | 0.7% | 1.0% | 0.2% | -11.7% | -6.1% | 0.1% | -15.4 | i
Cc1cccc(NC(=O)CSC2=Nc3ccccc3C3=NC(CC(=O)NCc4cccs4)C(=O)N23)c1 (stereo unspecified) | -13.8% | -0.1% | nt | 2.7% | 10.9% | -7.7% | 17.1% | nt | nt
COc1ccc(NC(=O)COC(=O)c2ccc(Cl)c(S(N)(=O)=O)c2)c([N+](=O)[O-])c1 | -1.9% | -14.2% | -21.8% | -0.4% | -2.8% | -0.2% | 5.0% | 0.0 | i
Clc1ccc2[nH]c3c(N4CCC5(CC4)OCCO5)ncnc3c2c1 | -17.5% | 5.3% | -7.4% | 4.1% | -28.4% | 20.6µM* | 18.3% | 1.2 | i
CC(=O)c1ccc(NC(=O)C2CCCN(c3ncnc4c3nc3n4CCCCC3)C2)cc1 (stereo unspecified) | -0.8% | 14.6% | 0.8% | -0.5% | 3.2% | 1.6% | -29.1% | 0.5 | i
O=C(Cn1cnc2nc3c(cc2c1=O)CCCC3)N1CCN(c2cccc(C(F)(F)F)c2)CC1 | -1.1% | -4.6% | nt | 0.1% | 3.1% | nt | -29.4% | nt | nt
Cc1nc2ccccc2n1CCc1ccccc1 | -5.2% | 2.8% | -0.3% | -0.5% | -3.6% | 4.4% | 6.0% | -1.1 | i
COc1ccccc1C1CCN(Cc2cccc([N+](=O)[O-])c2)CC1 | -2.1% | -21.5% | 3.2% | 0.4% | -18.2% | -3.7% | 9.6% | 0.1 | i
